pPAFAH inh = inhibitors of human plasma PAF acetylhydrolase (pPAFAH). recombinant pPAFAH, FP-rhodamine probe fluorescence polarization. actives 1.5% (n = 330,000). inhibition, % at 3.39 µM. AID 463082;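 active means inhibition above the mean inhibition across the screen plus 3 SD, cut at about 25% in these data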;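 further: inhibitors block binding of the rhodamine activity-based probe so polarization drops; 0% = enzyme with DMSO and 100% = wells lacking pPAFAH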
LYPLA2 counter = counter-screen for PME1 inhibitors: inhibitors of human LYPLA2. actives 0.38% (n = 320,000). recombinant LYPLA2, FP-Rh probe fluorescence polarization. O95372. AID 2177. inhibition, % at 5.9 µM;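 active means inhibition above the screen-wide mean plus 3 SD, limit set per campaign, cut at about 26% in these data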;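 further: 0% = LYPLA2 with DMSO and 100% = wells lacking LYPLA2 enzyme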
PAFAH1B3 FP inh = blocks human PAF acetylhydrolase 1B catalytic subunit 3 | recombinant PAFAH1B3, FP-rhodamine probe, fluorescence polarization | inhibition, % at 3.39 µM | actives 0.28% (n = 340,000);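 active means inhibition above the screen-wide average of all tested compounds plus 3 SD, cut at about 25% in these data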;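 further: 0% = enzyme with DMSO only and 100% = wells lacking PAFAH1B3 protein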
Target sequence (Q15102 whole entry, looked up): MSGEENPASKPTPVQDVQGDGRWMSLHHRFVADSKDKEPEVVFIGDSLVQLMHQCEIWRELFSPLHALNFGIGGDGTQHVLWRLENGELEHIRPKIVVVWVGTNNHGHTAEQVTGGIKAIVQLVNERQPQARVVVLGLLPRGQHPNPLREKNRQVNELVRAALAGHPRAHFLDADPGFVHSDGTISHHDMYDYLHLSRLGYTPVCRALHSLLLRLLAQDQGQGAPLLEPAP
PAD4 FP inh = PAD4 (human) enzyme inhibition; Q9UM07; recombinant PAD4, RCA probe fluorescence polarization; inhibition, % at 6.36 µM; actives 0.41% (n = 330,000);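 active means percent inhibition above a cutoff equal to the mean of all tested compounds plus 3 SD, cut at about 15% in these data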;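 further: 0% = PAD4 with RCA probe and DMSO and 100% = probe without PAD4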
LYPLA1 counter = blocks human lysophospholipase 1, a PME1 counter-screen; inhibition, % at 5.9 µM; actives 0.16% (n = 320,000); O75608; AID 2174; recombinant LYPLA1, FP-Rh probe fluorescence polarization;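 active means inhibition above the mean of all tested compounds plus 3 SD, set per campaign, cut at about 14% in these data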;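 further: inhibitors block serine hydrolase probe labeling of LYPLA1 so polarization falls; 0% = enzyme with DMSO and 100% = wells lacking LYPLA1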
Target sequence (O75608 whole entry, looked up): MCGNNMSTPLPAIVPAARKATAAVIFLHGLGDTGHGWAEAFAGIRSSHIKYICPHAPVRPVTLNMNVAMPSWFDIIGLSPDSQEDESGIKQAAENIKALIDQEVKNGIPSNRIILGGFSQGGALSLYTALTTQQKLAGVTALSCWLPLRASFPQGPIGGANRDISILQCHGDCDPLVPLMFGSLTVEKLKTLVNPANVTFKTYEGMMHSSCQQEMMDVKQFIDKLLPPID
PAFAH1B2 FP inh = inhibitors of human PAFAH1B2; P68402; recombinant PAFAH1B2, FP-rhodamine activity probe, fluorescence polarization; inhibition, % at 3.39 µM; actives 1.2% (n = 340,000);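 active means inhibition above the mean of all tested compounds plus 3 SD, cut at about 24% in these data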;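 further: 0% = enzyme with DMSO and 100% = wells lacking PAFAH1B2; many of its hits are not listed in these tables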
Target sequence (P68402 whole entry, looked up): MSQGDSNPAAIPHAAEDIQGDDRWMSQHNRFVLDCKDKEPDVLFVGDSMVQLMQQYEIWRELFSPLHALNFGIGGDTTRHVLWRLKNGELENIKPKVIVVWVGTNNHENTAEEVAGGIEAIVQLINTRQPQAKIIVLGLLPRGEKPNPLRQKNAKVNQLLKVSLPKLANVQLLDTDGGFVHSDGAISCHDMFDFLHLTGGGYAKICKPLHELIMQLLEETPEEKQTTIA
GSTO1 counter = blocks human GSTO1 in RBBP9 counter-screen; P78417; recombinant GSTO1, activity-based probe fluorescence polarization; inhibition, % at 5.96 µM; actives 1.1% (n = 300,000);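 active means inhibition above the campaign mean inhibition plus 3 SD, cut at about 35% in these data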;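 further: 0% = GSTO1-1 with DMSO and 100% = wells lacking GSTO1-1 enzyme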
Target sequence (P78417 whole entry, looked up): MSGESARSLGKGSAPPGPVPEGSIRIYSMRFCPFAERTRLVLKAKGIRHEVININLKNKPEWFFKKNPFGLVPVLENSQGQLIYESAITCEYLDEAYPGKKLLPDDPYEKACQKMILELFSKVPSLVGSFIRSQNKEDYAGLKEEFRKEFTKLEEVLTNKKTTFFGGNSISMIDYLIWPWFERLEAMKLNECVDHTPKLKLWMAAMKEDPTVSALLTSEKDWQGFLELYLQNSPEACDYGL
PME-1 primary = PME-1 (human) inhibition. recombinant PME-1, FP-Rh probe fluorescence polarization. actives 0.53% (n = 320,000). inhibition, % at 5.9 µM. Q9Y570. AID 2130;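 active means inhibition above the campaign mean of all compounds plus 3 SD, cut at about 26% in these data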;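 further: competitive labeling of PME-1 active site by serine hydrolase directed probe; 0% = PME-1 with DMSO and 100% = wells lacking PME-1 enzyme; inhibitors block probe labeling so polarization falls and inhibition rises; many of its hits are not listed in these tables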
PAFAH2 FP inh = inhibitors of human PAFAH2. inhibition, % at 3.39 µM. actives 0.99% (n = 340,000). Q99487. AID 492956. recombinant PAFAH2, FP-rhodamine activity probe, fluorescence polarization;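 active means inhibition above the mean over all tested compounds plus 3 SD, cut at about 30% in these data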;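 further: inhibitors block probe labeling of enzyme so polarization drops; 0% = enzyme with DMSO and 100% = wells lacking PAFAH2 protein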
Numbers without * were called inactive; nt = no result given; & = joins results of further samples.

| Molecule | pPAFAH inh | LYPLA2 counter | PAFAH1B3 FP inh | PAD4 FP inh | LYPLA1 counter | PAFAH1B2 FP inh | GSTO1 counter | PME-1 primary | PAFAH2 FP inh |
| --- | --- | --- | --- | --- | --- | --- | --- | --- | --- |
| CCO/C(C)=N/n1c2nc3ccccc3nc2c2c(=O)n(Cc3ccccc3Cl)c(C)nc21 | 4 | -10 | 5 | 0 | -3 | -1 | -11 | -3 | -3 |
| CCNC(=O)CSc1nnc(-c2cc(-c3ccc(Cl)cc3)nc3ccccc23)o1 | 7 | -5 | 2 | -5 | -4 | -2 | -2 | 4 | -3 |
| CC(=O)CC(c1ccccc1)c1c(O)c2ccccc2oc1=O (configuration not stated) | -5&-2&1 | -3&6&-2 | 6&10&10 | -2&-2&-4 | -1&0&-3 | -2&5&-2 | 2&9&2 | -2&-1&-6 | 9&3&-5 |
| COC(=O)C1=C(C)N(C)C(=O)NC1c1cc2c(cc1Br)OCO2 (configuration not stated) | 0 | 4 | 8 | -1 | -3 | -1 | -4 | 0 | -5 |
| CCOc1ccc(CCNC(=O)c2cc(C)nn2-c2ccccc2)cc1 | 8 | 3 | 2 | -4 | 1 | 6 | 7 | 5 | -1 |
| CCN(CC)C(=O)c1[nH]cnc1C(=O)N[C@@H](C)c1ccccc1 | 0 | 6 | 3 | 3 | 3 | 3 | nt | 0 | -3 |
| CCOc1ccc(C(C(=O)NCCOC)N(CCOC)C(=O)CCC(=O)Nc2ccccn2)cc1 (configuration not stated) | 6 | -2 | 5 | 1 | 0 | 0 | -1 | -7 | 8 |
| C#CCn1c2ccccc2c2nc3ccccc3nc21 | 0 | -2 | 5 | 0 | -2 | 2 | 4 | -9 | 4 |
| O=C(O)c1ccc(N2C(=O)/C(=C/c3ccc(-c4ccc([N+](=O)[O-])cc4)o3)C=C2c2ccccc2)cc1 | 15 | -17 | -26 | -10 | -15 | -17 | -56 | -11 | 8 |
| C[C@H](CO)N1C[C@H](C)[C@@H](CN(C)Cc2ccccc2)Oc2c(NC(=O)Cc3ccccc3)cccc2C1=O | 1 | nt | 4 | 0 | nt | 13 | nt | nt | -4 |
| Cc1ccsc1C1Nc2ccccc2C(=O)N1O (configuration not stated) | 5 | -1 | -1 | -1 | 0 | 7 | 3 | -3 | -1 |
| CCn1c(SCC(=O)Nc2ccc3c(c2)OCCO3)nnc1-c1cccnc1 | 0 | -1 | 13 | 8 | 2 | -5 | 3 | 3 | 11 |
| CCCCCC(=O)NCC(C)NC(=O)CCCCC (configuration not stated) | 7 | 0 | 9 | 5 | 10 | 1 | 3 | 8 | 3 |
| COc1ccc(N(C)S(=O)(=O)c2cccc(C(=O)NCC(c3ccco3)N3CCCC3)c2)cc1 (configuration not stated) | 6 | 4 | 2 | -1 | 4 | 5 | -1 | 4 | 11 |
| Cc1cc(O)ccc1N/C=C/c1onc(C)c1[N+](=O)[O-] | 24 | 7 | 1 | 37* | 0 | 5 | -2 | 2 | -7 |
| COC(=O)c1cccc(-c2noc(-c3ccccc3F)n2)c1 | 3 | -4 | 3 | -6 | -1 | -4 | nt | -2 | -6 |
| O=[N+]([O-])c1ccc(N2N=C(c3ccco3)CC2c2ccccc2)cc1 (configuration not stated) | 6 | -18 | -12 | -11 | -10 | -5 | -15 | 2 | -11 |
| Cn1cc(C(=O)O)c(-c2ccc3c(c2)OCCCO3)n1 | 3 | -6 | 5 | 0 | -1 | 4 | 7 | 1 | 6 |
| CCC(C)NC(=O)c1ccc(COc2ccccc2Cl)cc1 (configuration not stated) | 2 | 1 | 12 | -2 | -3 | 5 | 11 | -9 | -6 |
| Cc1cccc(NC(=O)/C(C#N)=C/c2cccc([N+](=O)[O-])c2)n1 | 4 | 5 | 15 | 2 | 2 | 1 | 30 | 3 | 0 |
| COc1ccc(C(C)=O)cc1CSc1nnc(Nc2ccccc2)s1 | 7 | 9 | 13 | 3 | -8 | 2 | 1 | 4 | 10 |
| CCN(CC(=O)NCCCn1ccnc1)S(=O)(=O)c1ccc(C)cc1 | -2 | -5 | 2 | 3 | -1 | -2 | -2 | -1 | -5 |
| CN(C)c1ccc(S(=O)(=O)NCC(=O)OCC(=O)c2ccc[nH]2)cc1[N+](=O)[O-] | 9 | 2 | -2 | -3 | -2 | -2 | nt | 0 | 3 |
| Cc1cccc2c1-c1sc(C(=O)NCCCN3CCC(C)CC3)cc1CO2 | 3 | -3 | 6 | -4 | -5 | 2 | -4 | -3 | 3 |
| Cc1ccccc1N(CC(=O)NCC1CCCO1)C(=O)C1(C)CC(=O)N=C2C=CC=CN21 (configuration not stated) | -3 | 5 | 7 | 3 | 0 | 0 | -3 | 4 | 5 |
| O=C(/C=C/c1ccccc1F)N1CCN(c2ccccn2)CC1 | 7 | 4 | 8 | -3 | 3 | 2 | -1 | -2 | 12 |
| CCOC(=O)N1CCN(S(=O)(=O)c2c(C)nc3scc(C)n3c2=O)CC1 | -8 | -5 | 7 | -2 | 3 | 3 | 2 | -5 | -1 |
| Cc1nc(-c2cccc(S(=O)(=O)N3CCCCC3)c2)cs1 | 9 | 6 | 1 | -2 | 2 | 3 | -10 | 3 | 1 |
| CC(CNC(=O)c1ccc(OC2CCN(Cc3ccccn3)CC2)cc1)c1ccccc1 (configuration not stated) | 3 | 7 | 8 | 0 | -3 | 8 | 0 | 5 | 1 |
| Cc1ccccc1NC(=O)Cc1nc(CCl)cs1 | 1 | -1 | 8 | -1 | -3 | 3 | 93* | -6 | 0 |
| O=S(=O)(c1cccs1)N1CN(Cc2ccccc2)c2nc3ccccc3nc21 | 4 | -1 | 14 | -7 | -5 | 0 | 1 | 7 | 0 |
| CCOC(=O)C1(Cc2cccc(F)c2)CCN(C(=O)c2cscn2)CC1 | -2 | 5 | 0 | 0 | 0 | 2 | -3 | -2 | 7 |
| COc1ccc(NC(=O)Oc2cc(C)ccc2C(C)C)cc1 | 6 | 5 | 4 | 1 | 3 | 5 | 14 | -3 | 10 |
| c1ccc(CSc2nnc(-c3sccc3-n3cccc3)o2)cc1 | 4 | 2 | -3 | -3 | 1 | 17 | 7 | 6 | 7 |
| O=[N+]([O-])c1ccccc1-c1ccc(CN2CCN(c3ccccc3)CC2)o1 | 7 | 0 | 9 | -7 | -1 | -2 | 8 | -7 | 7 |
| CN(Cc1ccc(F)cc1)C(=O)c1cccc(S(=O)(=O)NCc2ccccc2)c1 | 7 | 4 | 5 | 4 | -1 | 25* | 9 | 4 | -4 |
| Cc1c(NC(=O)NC(C)N2C(=O)C3C4C=CC(C4)C3C2=O)c(=O)n(-c2ccccc2)n1C (configuration not stated) | -1 | -1 | 1 | -1 | 3 | -1 | 1 | 0 | -4 |
| CC1CCN(C(=O)COC(=O)c2ccc(N3CCCC3=O)cc2)CC1 | 2 | 2 | 10 | -1 | 0 | 7 | nt | -1 | 37* |
| COc1ccc(OCC(=O)NNC(=O)C2CCC2)cc1 | -1 | nt | 1 | 0 | nt | 6 | nt | nt | 6 |
| CC(NC(=O)COC(=O)c1ccc2c(c1)OCCO2)c1ccccc1 (configuration not stated) | 12 | nt | 4 | -4 | nt | 4 | nt | nt | 63* |
| CCc1cc2c(=O)c(Oc3ccccc3F)c(C)oc2c(CN(C)C)c1O | 8 | 9 | 0 | -3 | 1 | 3 | 8 | 1 | -6 |
| Cc1ccc(C)c(OCC(=O)O/N=C(\N)c2cccnc2)c1 | 1 | 4 | 4 | -6 | 2 | 1 | -1 | -2 | 4 |
| O=C(c1cc(COc2cccc3cnccc23)on1)N1CCCC(CCCO)C1 (configuration not stated) | 1 | 1 | 15 | 2 | -1 | 5 | 6 | 3 | 0 |
| Cc1ccc(NC(=S)N2CCN(C(=O)c3ccccc3)CC2)c(C)c1 | -1 | 2 | 0 | -1 | 0 | 8 | 4 | 3 | 4 |
| CC(C)N1C(=O)C2(OCCCO2)c2cc(Br)ccc21 | 20 | -3 | 1 | -5 | 0 | 1 | 2 | 2 | 1 |
| COc1cc2c(cc1OC)CN(c1ccc3ccccc3n1)CC2 | -4 | -3 | 8 | -10 | -1 | 2 | -6 | -3 | -3 |
| COc1cccc(/C=C2\CCC(C3CCCC3)C2=O)c1OC (configuration not stated) | 7 | 8 | 2 | -3 | 2 | 6 | -1 | -2 | 2 |
| COc1ccc(CN2CC(C(=O)NCCCN3CCOCC3)CC2=O)cc1 (configuration not stated) | -5 | 4 | -2 | -6 | 0 | 2 | 3 | -6 | -1 |
| Nc1nonc1OCCOCCOCCOc1nonc1N | -3 | -2 | 9 | -3 | -4 | 10 | 6 | 1 | 7 |
| O=C(Nc1ccc(/C=C/c2nc3ccccc3o2)cc1)c1cccc(C(F)(F)F)c1 | 3 | -6 | 0 | 0 | -4 | -8 | -4 | -6 | -8 |
| COc1ccc(CCNC(=O)CSc2nnc3ccc(-c4ccccn4)nn23)cc1OC | 4 | -2 | 3 | 4 | 0 | 4 | 5 | 5 | -1 |
| O=c1c2nnn(Cc3ccc(Cl)cc3)c2ncn1Cc1ccc(F)cc1 | -3 | -1 | 1 | -5 | -1 | 4 | -5 | 5 | 8 |
| Cc1[nH]c2ccccc2c1C(c1ccccn1)c1c(C)[nH]c2ccccc12 | 12 | 9 | -3 | -11 | 1 | 2 | 3 | -1 | -1 |
| CCOC(=O)CSc1nnc(CNC(=O)c2ccc(S(=O)(=O)N3CCOCC3)cc2)n1C | -1 | 9 | 0 | -9 | -1 | 1 | 2 | -1 | -3 |
| CCOC(=O)c1c(C)nc2c(c1-c1ccccc1)C(=O)CC(C)(C)C2 | 2 | 5 | -2 | 0 | 2 | -1 | 4 | 4 | -2 |
| CC1CCCCC1NC(=O)c1ccc(NS(=O)(=O)c2ccc3[nH]c(=O)[nH]c3c2)cc1 (configuration not stated) | 6 | -1 | 3 | 10 | 0 | 0 | -30 | 7 | 2 |
| CC(C)C(C)NC(=O)COc1ccc(S(=O)(=O)N2CCOCC2)cc1[N+](=O)[O-] (configuration not stated) | -7 | 5 | 9 | 0 | -2 | 5 | -1 | -6 | -4 |
| Cc1cc(C)n(C(=O)c2ccc(Cn3nc(C)c(Br)c3C)o2)n1 | 5 | 5 | 8 | -2 | 0 | 5 | 8 | 4 | 6 |
| CN(C)S(=O)(=O)N(CC(=O)Nc1ccc(F)c(F)c1)c1ccccc1 | 9 | 3 | 4 | -2 | -8 | 3 | 0 | -3 | -4 |
| O=C(COC(=O)c1ccc2ccccc2n1)Nc1ncc(C(F)(F)F)cc1Cl | 26* | 0 | 2 | 3 | -1 | -2 | 4 | 2 | 9 |

Later entries
| Molecule | pPAFAH inh | LYPLA2 counter | PAFAH1B3 FP inh | PAD4 FP inh | LYPLA1 counter | PAFAH1B2 FP inh | GSTO1 counter | PME-1 primary | PAFAH2 FP inh |
| --- | --- | --- | --- | --- | --- | --- | --- | --- | --- |
| CCC(C)(C)n1nnnc1C(c1ccc(OC)c(OC)c1)N1CCN(c2ccc(OC)cc2)CC1 (configuration not stated) | 0 | 5 | 2 | -4 | 1 | 2 | -1 | 3 | 2 |
| Cc1cc(C(=O)NC2CCCc3ccccc32)c(C)o1 (configuration not stated) | 1 | 2 | 4 | 1 | -2 | 0 | 1 | -6 | -1 |
| COc1ccc(Oc2cnn(-c3ccccc3)c(=O)c2Br)cc1 | 2 | -2 | -4 | 2 | -5 | 1 | 3 | 2 | -4 |
| O=C(O)c1c(-c2ccc(Cl)cc2)cn2ccccc12 | 9 | -5 | 4 | -7 | 0 | 4 | 2 | -2 | 6 |

This is a subset (hit frequency here may not be typical).
